SENP8 block-1: blocks the human protease SENP8 | Q96LD8 | purified SENP8, Z-RLRGG-aminoluciferin cleavage, luminescence | inhibition, % at 10 µM | 330,000 tested, 1.2% active | AID 2540; in the data active means inhibition above about 50%
Target sequence (Q96LD8 whole entry, looked up): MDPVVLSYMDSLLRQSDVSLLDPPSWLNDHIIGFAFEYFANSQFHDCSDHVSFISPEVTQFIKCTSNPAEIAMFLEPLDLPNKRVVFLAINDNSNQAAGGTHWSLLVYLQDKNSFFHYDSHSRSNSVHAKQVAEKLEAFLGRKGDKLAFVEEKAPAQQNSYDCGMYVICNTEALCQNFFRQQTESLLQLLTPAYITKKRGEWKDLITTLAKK
PfG6PD inh: PfG6PD (Plasmodium falciparum) enzyme inhibition; PfGluPho enzyme, NADPH resazurin-diaphorase fluorescence; inhibition, % at 20 µM; 350,000 tested, 0.78% active; AID 504690;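 active means inhibition reaching at least a set limit at 20 µM in the primary screen, cut at about 59% in these data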;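 further: 0% = DMSO wells with substrate and 100% = DMSO wells lacking glucose-6-phosphate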
SENP6 inh: blocks the human protease SENP6; Q9GZR1; Recombinant SENP6 catalytic domain, aminoluciferin luminescence; inhibition, % at 10 µM; 330,000 tested, 1.8% active;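 active means inhibition above about 50% at the single tested dose, limit read from the data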;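 further: plate controls were DMSO wells with enzyme for no effect and DMSO wells lacking enzyme for full effect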
Apaf1 inhib: inhibitors of human Apaf-1 apoptosome | O14727 | reconstituted apoptosome caspase-3 activity, DEVD-Rh110 fluorescence | inhibition, % at 20 µM | 330,000 tested, 0.71% active | AID 489030; active means inhibition of at least 40% at 20 µM;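 further: plate controls were DMSO wells for no effect and DEVD-CHO caspase inhibitor wells for full effect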
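Material: reconstituted apoptosome with Apaf-1, cytochrome c, caspase-9, procaspase-3, dATP / Buffer or medium: pH 7.5 Hepes buffer with CHAPS, BSA, DTT / Also added: cytochrome c with DEVD-Rh110 / Schedule: compound with Apaf-1, dATP, procaspase-3 30 min, then 50 min reaction, room temperature / Technique: rhodamine 110 fluorescence at Ex 480/Em 540 nm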
SENP8 block-2: inhibitors of human SENP8 protease | inhibition, % at 20 µM | recombinant SENP8, Nedd8 substrate fluorescence | AID 602440 | Q96LD8 | 360,000 tested, 0.64% active; in the data active means inhibition mostly above about 40%, no sharp cut-off; inactive means mostly below about 27%
SENP1 inh: SENP1 (human) catalytic domain inhibition; 360,000 tested, 0.21% active; inhibition, % at 10 µM; Q9P0U3; AID 624204; recombinant SENP1 catalytic domain, CyPet-SUMO1-YPet FRET cleavage;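 active means inhibition at least 30% at 10 µM, raw YFP signal under a set limit, fluorescence ratio 0.5 to 1.5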;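 further: 0% = enzyme with DMSO and 100% = no enzyme wells; some results filed as inactive read as strong as hits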
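Assay system – human recombinant His6-tagged SENP1 catalytic domain enzyme · Input – SENP1 enzyme, 20 pM final · Buffer or medium – Tris pH 8 buffer plus EDTA, NaCl, BME, BSA, NP40, catalase · Schedule – 50 min reaction at room temperature · Technique – FRET read of cyan and yellow fluorescence · Control set – no-enzyme wells low, DMSO-plus-enzyme wells high control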
HKDC1 inh: blocks human hexokinase HKDC1 activity | recombinant HKDC1, G6PDH/diaphorase resazurin coupled fluorescence | inhibition, % at 20 µM | Q2TB90 | 340,000 tested, 0.16% active;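 active means inhibition above about 35% when tested at 20 µM, limit read from the data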;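 further: plate controls were DMSO wells with enzyme for no effect and DMSO wells lacking enzyme for full effect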
Target sequence (Q2TB90 whole entry, looked up): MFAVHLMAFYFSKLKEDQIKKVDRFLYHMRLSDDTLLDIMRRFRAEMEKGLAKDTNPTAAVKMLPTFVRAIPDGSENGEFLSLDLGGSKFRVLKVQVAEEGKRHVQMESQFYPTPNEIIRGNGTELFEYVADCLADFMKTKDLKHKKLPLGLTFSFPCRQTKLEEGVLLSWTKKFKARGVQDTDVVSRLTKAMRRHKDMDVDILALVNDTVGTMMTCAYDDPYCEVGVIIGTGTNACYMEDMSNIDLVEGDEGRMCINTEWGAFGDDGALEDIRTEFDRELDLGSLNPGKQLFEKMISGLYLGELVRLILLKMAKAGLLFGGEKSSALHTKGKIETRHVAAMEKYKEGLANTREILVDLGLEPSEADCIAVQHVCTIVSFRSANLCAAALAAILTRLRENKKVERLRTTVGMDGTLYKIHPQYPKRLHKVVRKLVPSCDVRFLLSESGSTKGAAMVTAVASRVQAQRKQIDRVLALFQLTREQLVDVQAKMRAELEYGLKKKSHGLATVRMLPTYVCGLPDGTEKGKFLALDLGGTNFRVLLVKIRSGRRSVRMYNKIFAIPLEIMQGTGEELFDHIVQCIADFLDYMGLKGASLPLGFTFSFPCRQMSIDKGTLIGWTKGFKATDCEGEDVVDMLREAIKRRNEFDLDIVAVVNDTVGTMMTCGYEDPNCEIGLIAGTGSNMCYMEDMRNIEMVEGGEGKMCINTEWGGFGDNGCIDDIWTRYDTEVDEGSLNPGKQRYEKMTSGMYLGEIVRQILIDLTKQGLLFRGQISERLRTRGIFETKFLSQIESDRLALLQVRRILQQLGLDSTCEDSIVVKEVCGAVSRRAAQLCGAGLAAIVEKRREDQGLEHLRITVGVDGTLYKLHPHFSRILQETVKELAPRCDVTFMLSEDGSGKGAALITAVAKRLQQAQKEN
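Assay system: recombinant HKDC1 hexokinase; detection: coupled resazurin fluorescence, excitation 525 nm, emission 613 nm; benchmarks: DMSO-plus-enzyme-mix negative control, buffer-substituted positive control; compound dosing: single 20 µM dose; schedule: 90 min at room temperature in dark; also added: glucose plus 1 mM ATP as hexokinase substrates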
SENP7 inh: blocks the human protease SENP7; Q9BQF6; recombinant SENP7, Z-RLRGG-aminoluciferin luminescence, 40 min; inhibition, % at 5 µM; 330,000 tested, 1.5% active;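 active means inhibition above about 50% at the single test dose, limit read from the data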;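 further: plate controls were DMSO with enzyme for no effect and no enzyme buffer wells for full effect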
The depositor's hits bear a star; i = inactive; · = not tested or not shown.

SMILES	SENP8 block-1	PfG6PD inh	SENP6 inh	Apaf1 inhib	SENP8 block-2	SENP1 inh	HKDC1 inh	SENP7 inh
Nc1c(C(=O)NCc2ccc3c(c2)OCO3)nnn1Cc1ccc(Br)cc1	-3	3	-8	-3	19	4	-4	7
CCCCCOC(=O)Cc1c(O)c2ccccc2[nH]c1=O	-5	-11	-8	12	-15	0	1	-9
O=C(O)CSC(NC(=O)c1cccnc1)(C(F)(F)F)C(F)(F)F	9	-19	7	7	7	2	7	0
CCCCNC(=O)Cn1c2c(c(-c3ccccc3Cl)cc1=O)CCC2	6	4	-15	-2	-449	-1	4	-2
O=C(Nc1ccccc1F)C1(c2ccccc2)CC1(Cl)Cl (configuration not stated)	-3	-3	-6	14	8	0	-9	5
COc1cc(/C=C/C(=O)OCC(=O)c2c[nH]c3ccccc23)ccc1OC(F)F	-1	4	3	1	9	-4	8	-1
COc1ccccc1CNC(=O)[C@H](C)NC(=O)C1CCN(C(=O)[C@@H](N)C(C)C)CC1	-6	-14	-13	-9	48*	2	2	-2
Cn1c(CNS(=O)(=O)c2ccc(Cl)cc2)cc(=O)n(C)c1=O	-2	-5	-4	-3	16	1	-7	3
CSc1ccccc1C(=O)Nc1ccc(C)c(C)c1	39	30	65*	4	-2	2	15	68*
S=C1NNC2(NN1)C1CC3CC(C1)CC2C3	-1	18	-3	-5	10	2	-3	3
COC(=O)[C@@]1(C)[C@H]2C(=O)N(C)C(=O)[C@H]2[C@H]2CN=C(SCC(=O)c3ccccc3)N21	·	15	·	5	14	1	-10	-4
CC(=O)NS(=O)(=O)c1ccc(NC(=S)NC(=O)C(C)C)cc1	-4	-9	-18	-2	27	2	0	10
Cc1ccc(Cc2cc(-c3ccc(C)cc3)n[nH]c2=O)cc1	-14	-35	-5	5	11	0	4	-1
CCOc1ccc(CCNC(=O)C2CCN(c3nnc(-n4cccc4)s3)CC2)cc1	-3	-19	8	2	8	0	-3	2
COc1ccccc1C(=O)NCCn1ccc2ccccc21	-9	13	-10	18	0	-10	-2	-7
Cc1ncc([N+](=O)[O-])n1CC(=O)NC1CCCC1	4	1	2	-11	19	-2	-1	6
COc1ccc(-n2c(SCC(=O)Nc3cc(C)on3)nc3c([nH]c4ccccc43)c2=O)cc1	4	-11	6	18	-32	1	6	3
CCn1c(SCc2ccc(C)cc2)nnc1-c1nn(-c2ccccc2)ccc1=O	3	-17	-8	-8	-16	3	-2	-5
O=C(C1CCCO1)N1CCN(c2ccccn2)CC1 (configuration not stated)	7	12	-7	-18	-4	2	-8	-2
CCC(CC)C(=O)NCCc1ccc(F)cc1	4	8	6	-9	30	2	-3	3
COc1ccc2[nH]c(C)c(CN3CCC(C)CC3)c(=O)c2c1	-6	-7	-12	-1	-143	-1	-9	0
O=C(Nc1cccc2c1CCCC2)c1ccccc1F	-16	-13	-6	11	-8	-5	-1	-13
COc1cc(CN2CC(=O)N(c3ccc(C)c(C)c3)C2=S)cc(OC)c1OC	1	-2	32	-6	7	2	-5	8
CCc1cc2c3c(c(=O)oc2cc1OC)CCCC3	2	18	-12	19	i	-9	-2	-3
Cc1ccc(S(=O)(=O)N2CCN(C(=O)c3ccco3)CC2)c(C)c1	-13	-4	-20	10	22	1	-4	-3
CC1CN(Cc2ccccc2)c2nc3c(c(=O)n(CC(N)=O)c(=O)n3C)n2C1 (configuration not stated)	18	-6	1	5	23	2	-2	-1
O=C1CN(C(=O)c2c(F)cccc2F)C(c2ccccc2)c2cc(Br)ccc2N1 (configuration not stated)	7	-17	-5	19	7	2	5	1
CCOCCCN(C(=O)Cn1nnc(-c2ccc(C)o2)n1)C(C(=O)NCC1CCCO1)c1ccc(F)cc1 (configuration not stated)	-3	-8	-12	-4	31	3	-6	4
O=C(/C=C/c1ccccc1)Nc1ccc(C(=O)N2CCCCC2)cc1	1	0	7	-13	3	1	-2	-2
Cc1cccc(-c2nn(-c3ccccc3)cc2C(=O)N(C)CC(=O)Nc2ccc(N3CCOCC3)cc2)c1	-4	-2	0	31	-3	0	-4	-1
CC1(c2ccccc2)NC(=O)N(CC(=O)Nc2ccc3c(c2)OCO3)C1=O (configuration not stated)	5	-6	4	-4	-13	-7	-4	2
O=C(NCc1ccco1)c1ccc2c(=O)n(CC3CCCO3)c(=S)[nH]c2c1 (configuration not stated)	4	-1	-9	5	15	2	5	3
CCCC(=O)Nc1ccccc1NC(=O)CN(C)S(=O)(=O)c1ccccc1	-5	8	-22	9	9	-1	-5	-8
O=C(COC(=O)c1ccccc1C(=O)c1ccccc1)NCCc1ccccc1	3	-10	23	5	8	3	9	2
N#Cc1c(-c2ccccc2)cc(C2CC2)nc1SCC(=O)c1cccs1	·	0	·	·	12	-17	2	·
CCOc1ccc(OCC)c(NC(=O)C2CCN(S(=O)(=O)c3c(C)[nH]c(=O)[nH]c3=O)CC2)c1	3	-5	-1	-4	9	2	-7	5
CC1(C)Cc2cccc(OCC(=O)N3CCN(S(=O)(=O)c4ccccc4)CC3)c2O1	0	5	17	3	4	1	-2	4
O=C(Cn1cnc2c(nnn2-c2ccc(F)cc2)c1=O)NCc1ccco1	3	2	-2	-3	11	-1	-8	-1
O=C1OC(c2ccco2)=N/C1=C\c1ccc(-c2cccc(C(F)(F)F)c2)o1	0	-11	2	8	-98	-15	19	-8
O=C(CN1C(=O)/C(=C/c2ccccc2F)SC1=S)NC1C=CS(=O)(=O)C1 (configuration not stated)	-18	-7	12	5	11	-1	4	11
Cc1ccc(NC(=S)N2CCC(C(=O)c3ccc(F)cc3)CC2)cc1C	·	9	·	·	4	-1	-3	·
CC1CC(C)CN(S(=O)(=O)N2CCC(C(=O)NCCc3ccccc3)CC2)C1 (configuration not stated)	12	-5	11	-11	0	-2	-1	9
COc1ccc(CCN=C(NS(=O)(=O)c2ccc(Cl)cc2)c2ccccc2)cc1	-9	-5	-4	12	·	·	7	1
CC(OC(=O)c1cccc(NS(C)(=O)=O)c1)C(=O)Nc1ccc(N2CCOCC2)cc1 (configuration not stated)	3	3	7	-2	7	0	-1	11
Cc1ccc(C(=O)N/C(=C/c2ccco2)C(=O)N2CCCCCC2)cc1	-2	8	-17	4	-1	1	-5	-5
Cn1cccc1C(=O)NCc1ccccn1	2	-12	-14	-1	6	0	-4	5
CCc1ccccc1NC(=O)N1CCc2ccccc21	-3	2	-20	-12	17	2	-3	0
O=C(c1ccc(S(=O)(=O)c2ccccc2)cc1)N1CCc2ccccc2C1	0	-3	3	5	13	2	-11	3
CC(C)NC(=O)/C(=C/c1ccco1)c1ccccc1	-6	15	11	5	-11	1	-4	1
COc1ccc(OCC(=O)NNC(=O)c2ccccc2OCc2c(C)noc2C)cc1	-10	-16	-4	-2	10	0	-2	8
CCOc1ccsc1C(=O)OC	5	-4	-14	-19	12	1	2	-1
CCOc1cc(NC(=O)c2ccccc2C)c(OCC)cc1NC(=O)C1=Cc2ccccc2OC1	-11	7	4	12	1	3	-8	2
COc1ccc2nc(N3C(=O)/C(=C/c4ccc(Cl)cc4)NC3=S)sc2c1	·	-16	·	·	10	33*	20	·
COc1ccccc1N1CCN(C(c2cccs2)C(C)NS(=O)(=O)c2ccccc2)CC1 (configuration not stated)	-7	-13	-26	55*	15	1	2	-13
O=C(O)c1ccccc1-c1ccccc1C(=O)NCc1ccccc1F	-7	-26	-2	2	15	0	-6	13
O=c1[nH]cnc2cc(Cl)ccc12	2	13	5	-3	-1	-5	-2	10
CN(C)c1nc(OCCNC(=O)COc2ccccc2Cl)nc(N(C)C)n1	1	-5	1	3	18	-1	3	2
Cc1ccc(-c2csc3nc4cc(C(=O)NC5CCC(O)CC5)ccc4c(=O)n23)cc1 (configuration not stated)	20	22	14	27	i	-15	16	-2
CCOC(=O)C1CCN(C(=O)C2CCN(S(=O)(=O)c3cc(Cl)ccc3OCC)CC2)CC1	8	13	-16	-1	6	1	2	-4
CC(NC(=O)CC12CC3CC(CC(C3)C1)C2)C(=O)O (configuration not stated)	-8	-8	-13	-11	16	1	-4	5

An excerpt of these results, bar-delimited.
canonical_smiles | SENP8 block-1 | PfG6PD inh | SENP6 inh | Apaf1 inhib | SENP8 block-2 | SENP1 inh | HKDC1 inh | SENP7 inh
Cn1cccc1C(=O)NCc1ccccn1 | 2 | -12 | -14 | -1 | 6 | 0 | -4 | 5
CCc1ccccc1NC(=O)N1CCc2ccccc21 | -3 | 2 | -20 | -12 | 17 | 2 | -3 | 0
O=C(c1ccc(S(=O)(=O)c2ccccc2)cc1)N1CCc2ccccc2C1 | 0 | -3 | 3 | 5 | 13 | 2 | -11 | 3
CC(C)NC(=O)/C(=C/c1ccco1)c1ccccc1 | -6 | 15 | 11 | 5 | -11 | 1 | -4 | 1
COc1ccc(OCC(=O)NNC(=O)c2ccccc2OCc2c(C)noc2C)cc1 | -10 | -16 | -4 | -2 | 10 | 0 | -2 | 8
CCOc1ccsc1C(=O)OC | 5 | -4 | -14 | -19 | 12 | 1 | 2 | -1
CCOc1cc(NC(=O)c2ccccc2C)c(OCC)cc1NC(=O)C1=Cc2ccccc2OC1 | -11 | 7 | 4 | 12 | 1 | 3 | -8 | 2

(cont.)
SMILES	SENP8 block-1	PfG6PD inh	SENP6 inh	Apaf1 inhib	SENP8 block-2	SENP1 inh	HKDC1 inh	SENP7 inh
CN(CC(=O)N1CCCCCC1)S(=O)(=O)c1ccc(Br)s1	6	-2	0	-3	·	·	-5	1
C=CCn1c(-c2cccn(Cc3ccccc3)c2=O)n[nH]c1=S	-6	24	-13	-7	-150	0	-2	-14
Cc1cc(NC(=O)COc2nnc(-c3ccccc3)c3ccccc23)no1	0	-10	-8	3	18	-2	-1	-9
c1ccc(-c2csc(Nc3ccccn3)n2)cc1	94*	18	96*	23	21	2	-3	98*
COc1ccc(/C=N/NC(=S)NC2CCS(=O)(=O)C2)cc1 (configuration not stated)	-13	16	-6	-12	10	3	16	0
COC(=O)c1cc(Sc2c(Cl)cccc2Cl)ccn1	1	3	8	-4	4	-1	-2	-2
Cc1cc(NS(=O)(=O)c2ccc(-c3ccccc3)cc2)no1	-6	-24	-4	3	1	3	1	-1
CCN(C(=O)C1CCN(S(=O)(=O)c2ccc3c(c2)oc(=O)n3C)CC1)c1cccc(C)c1	-4	-20	6	11	7	1	8	-2
Cc1c(C(=O)Nc2ccc(Cl)cc2)c2ccccn2c1C(=O)c1ccc([N+](=O)[O-])cc1	-12	-17	18	3	39	0	2	0
CC(C)(C)OC(=O)CNC(=O)c1[nH]cnc1C(=O)N[C@@H](CCCCNC(=O)OC(C)(C)C)C(=O)OC(C)(C)C	-10	20	-11	28	-2	1	0	-14
Cc1cc(C)c(NC(=O)CNC(=O)COC(=O)C2=COCCO2)c(C)c1	-7	-5	-12	8	17	0	-4	-3
Cc1ccccc1NCCC(=O)Nc1ccc(F)cc1	-1	6	-6	3	11	2	-3	5
Cc1ccc(C(=O)OCC(=O)c2ccc(CC(=O)N3CCOCC3)s2)c(C)c1	6	-4	4	24	-30	-66	0	-8
O=C(NCCc1ccncc1)c1ccccc1F	0	1	-13	-1	14	1	1	3
O=C(CN1CCN(c2ccc(Cl)cc2)CC1)NCc1cccs1	-8	-13	0	-2	0	2	-10	4
O=C(CNC(=O)c1ccc(Br)o1)NCC1COc2ccccc2O1 (configuration not stated)	6	-6	22	-7	2	-1	-1	-1

Screening data: PubChem, Sanford-Burnham Center for Chemical Genomics
